Source: PubChem
Eya2 phos inh – inhibitors of human Eya2 phosphatase activity; O00167; recombinant Eya2, OMFP fluorescence dephosphorylation (OMFP is methylfluorescein phosphate); Potency, µM (doses to about 76.9 µM), for inactives: at the highest dose activity, negative = inhibition, usual class: inhibitors; 330,000 tested, 0.006% active; AID 488837; note: potency is the fitted concentration of half-maximal effect; % is set by controls: 0 for no effect and ±100 for the full control effect
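Eya2 protein (added as 0.2 uM solution) was preincubated with compound for 10 min at ambient temperature in 50 mM HEPES pH 7.5, 50 mM NaCl, 5 uM MgCl2, 0.05% BSA, 1 mM DTT. OMFP (added at 50 uM) then reacted 10 min; fluorescence read at 485/525 nm.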
USP2a inh – inhibitors of human ubiquitin-specific protease USP2a; O75604; USP2 core, Ub-CHOP2 coupled fluorogenic reporter, 485/531; Potency, µM (titrated, usually from 38.3 µM), without a hit: at the highest dose activity change, negative = inhibition, hits mostly inhibitors; 330,000 tested, 0.01% active;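 note: potency is the fitted concentration of half-maximal effect; plate controls were DMSO wells for no effect and full inhibition by NEM control for full effect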
Target sequence (O75604 whole entry, looked up): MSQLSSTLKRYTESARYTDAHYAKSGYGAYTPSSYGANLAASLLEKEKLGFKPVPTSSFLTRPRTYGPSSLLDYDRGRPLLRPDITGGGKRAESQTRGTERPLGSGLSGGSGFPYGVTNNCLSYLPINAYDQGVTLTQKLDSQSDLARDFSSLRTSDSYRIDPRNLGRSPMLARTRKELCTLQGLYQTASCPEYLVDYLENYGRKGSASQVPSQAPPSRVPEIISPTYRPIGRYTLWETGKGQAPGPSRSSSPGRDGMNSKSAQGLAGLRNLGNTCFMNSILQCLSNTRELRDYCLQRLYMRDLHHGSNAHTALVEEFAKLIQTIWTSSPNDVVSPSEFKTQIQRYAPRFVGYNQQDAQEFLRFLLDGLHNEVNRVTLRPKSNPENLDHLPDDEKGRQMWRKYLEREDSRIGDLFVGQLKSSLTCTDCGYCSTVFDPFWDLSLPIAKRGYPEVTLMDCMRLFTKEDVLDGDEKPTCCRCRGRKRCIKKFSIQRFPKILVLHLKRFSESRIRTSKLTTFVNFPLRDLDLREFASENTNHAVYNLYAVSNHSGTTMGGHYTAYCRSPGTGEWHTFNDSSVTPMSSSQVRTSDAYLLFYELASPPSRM
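Deubiquitinase activity read as fluorescence (485/531 nm) after Ub-CHOP2 cleavage activates the enterokinase reporter on its substrate; USP2 core 10nM, Ub-CHOP2 and substrate 25nM each, 30min compound preincubation then 60min RT; data normalized to NEM, curves fitted.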
TCR act – activators of T cell receptors; 330,000 tested, under 10 active; Potency, µM (highest dose often 9.22 µM), for inactives: at the top dose activation of IL-2 secretion, usual class: activators; primary human leukocytes, anti-CD3, IL-2 HTRF, 48 h; note: % of control where 0% means no effect
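TCR engagement came from a-CD3 beads alone, with compounds added to primary human leukocytes for 48 hr. Secreted IL-2 bridged europium cryptate- and d2-labelled anti-IL-2 antibodies, giving FRET emission at 665nm after 320nm excitation.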
B2AR arrestin – recruits beta-arrestin to the human beta2-adrenergic receptor; Potency, µM (doses to about 46.1 µM), for inactives: at the highest dose activation, hits mostly activators; 330,000 tested, 0.02% active; P07550; beta-arrestin recruitment to beta2AR, cell-based reporter;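 note: potency is the fitted concentration of half-maximal effect; 0% = DMSO controls and full agonism = EC100 isoproterenol or metaproterenol; nearly all actives have a fitted effect of over 65% in size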
Tb PFK inh – blocks T. brucei phosphofructokinase; Potency, µM (highest dose often 57.5 µM), for inactives: top-dose activity, negative = inhibition, hits mostly inhibitors; AID 485367; T. brucei PFK, ADP-Glo luminescence; 330,000 tested, 0.17% active;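 note: potency is the fitted concentration of half-maximal effect; 0% = uninhibited 1x PFK enzyme wells and -100% = no-enzyme wells; nearly all actives have a fitted effect of over 60% in size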
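1.25 nM PFK with 0.5 mM F6P and 0.1 mM ATP in 0.1 M TEA pH 8.0, 5 mM MgCl2, incubated 45 min at room temperature; ADP measured by ADP-Glo luminescence; compounds titrated up to 57 uM.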
ELG1 repair inh – inhibitors of ELG1-dependent DNA repair in HEK293T cells; Potency, µM (highest dose often 46.1 µM), inactives show at the top dose activity change, negative = inhibition, usual class: inhibitors; 330,000 tested, 2.3% active; HEK293T ELG1-luciferase reporter, luminescence, 16 h; DNA damage induced by 5-fluorouridine; note: potency is the fitted concentration of half-maximal effect; % is set by controls: 0 for no effect and ±100 for the full control effect; nearly all actives have a fitted effect of over 55% in size
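HEK293T cells expressing luciferase-tagged ELG1 (2,000/well) received 5-Fluorouridine plus compound or DMSO for 16 hr at 37 °C. Luciferase was read by ONE-Glo luminescence after 30 min at room temperature.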
Mito fusion act – blocks mitochondrial division or promotes mitochondrial fusion; AID 485298; Potency, µM (titrated, usually from 46.1 µM), for the others: top-dose growth rescue (activation), hits mostly activators; S. cerevisiae fusion-defective mutant growth rescue, CellTiterGlo 48 h; 320,000 tested, 0.23% active;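 note: potency is the fitted concentration of half-maximal effect; % of control where 0% means no effect; nearly all actives have a fitted effect of over 45% in size; temperature-sensitive fusion mutants such as fzo1-1 at 37 °C on non-fermentable ethanol glycerol medium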
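Read-out: ATP-based luminescence (CellTiterGlo, 10 min ambient) reporting growth of fusion-defective ts yeast after 48 hours at 37C on glycerol/ethanol YPEG medium in the presence of compound.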
TSHR antag – blocks TSH signaling through the human TSH receptor; P16473; TSHR-expressing cells, TSH-stimulated cAMP HTRF, 2 h; active compounds read low; activity change, negative = inhibition, % at 11.5 µM; 330,000 tested, 0.2% active; AID 504810;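 active = activity change below a set negative limit, meaning inhibition stronger than a set level, cut at about -70% in these data; inconclusive = activity change between two set negative limits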; note: % is set by controls: 0 for no effect and ±100 for the full control effect
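TSHR-expressing cells, 200/well, pre-treated with compound, then stimulated with EC80 TSH (4nM final) for 2 hours at 37 deg C. cAMP measured by competitive HTRF: anti-cAMP cryptate antibody in lysis buffer plus cAMP-d2, read after 30 minutes at room temperature.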
PTAP TSG101 blk – blocks PTAP/TSG101 interaction to inhibit HIV-1 budding; Fluorescence polarization, FITC-PTAP peptide / Tsg101 binding; Potency, µM (doses to about 115 µM), without a hit: at the highest dose activity change, negative = inhibition, usual class: inhibitors; 340,000 tested, under 10 active; active = well fitted inhibition curve with a large enough effect in the main read-out, with a control signal flat, not every such curve was filed as active; inconclusive = small, poorly fitted or top-dose-only effect, or effect the other way, or a change in a side signal; inactive = no such curve, though single readings can be large or run the other way; note: potency is the fitted concentration of half-maximal effect; % of control where 0% means no effect
Target sequence (Q99816 whole entry, looked up): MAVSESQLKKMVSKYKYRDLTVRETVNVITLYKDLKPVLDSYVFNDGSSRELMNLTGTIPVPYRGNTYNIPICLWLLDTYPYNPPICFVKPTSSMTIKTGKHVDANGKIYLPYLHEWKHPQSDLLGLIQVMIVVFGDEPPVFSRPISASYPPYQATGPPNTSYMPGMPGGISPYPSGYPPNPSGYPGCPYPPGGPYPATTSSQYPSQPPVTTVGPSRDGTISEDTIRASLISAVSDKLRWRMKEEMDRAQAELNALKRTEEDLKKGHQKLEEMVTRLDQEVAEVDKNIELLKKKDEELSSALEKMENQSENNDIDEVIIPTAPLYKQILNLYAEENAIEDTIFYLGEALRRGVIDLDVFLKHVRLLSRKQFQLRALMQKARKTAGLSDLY
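Steps: Tsg101 binding domain dispensed (10 uM final), compounds pinned in DMSO, FITC-labeled PTAP-motif peptide added (50 nM final); after 20 min binding at room temperature, polarization measured.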
uPA generation – blocks generation of uPA at the cell surface | AID 540303 | Potency, µM (top dose mostly 38.3 µM), for the others: top-dose activity change, negative = inhibition, hits mostly inhibitors | cell surface uPA generation assay, qHTS | 330,000 tested, 0.31% active; active = well fitted inhibition curve with a large enough effect; inconclusive = small, poorly fitted or top-dose-only effect; inactive = no such curve, though single readings can be large or run the other way; tested in mouse RAW 264.7 cells; note: potency is the fitted concentration of half-maximal effect; % is set by controls: 0 for no effect and ±100 for the full control effect; nearly all actives have a fitted effect of over 55% in size
BCR signal inh – chronic active BCR signaling inhibition. ABC-DLBCL IkBa-CBG/CBR reporter, luminescence ratio, 4 h. 340,000 tested, 0.05% active. AID 493014. Potency, µM (titrated, usually from 46.1 µM), without a hit: at the top dose ratio change, negative = lower green/red ratio, hits mostly inhibitors; active = well fitted inhibition curve with a large enough effect in the signal ratio, with a control signal flat, not every such curve was filed as active; inconclusive = small, poorly fitted or top-dose-only effect, or effect the other way, or a change in a side signal; the % refers to the signal ratio;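 note: potency is the fitted concentration of half-maximal effect; plate controls were basal doxycycline-induced cells for no effect and cells given 10 µM MG132 for full effect; MG132 reads +100%, hits lower the ratio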
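Concentration-response series (up to 46 uM) were applied to TMD8 dual-reporter cells for 4 h at 37C with doxycycline. Green/red ratio, after filter-overlap correction, defined %Activity; red signal alone was normalised to basal cells and zero luminescence.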
* marks the source's active call; other numbers are inactive results; ? = inconclusive; nt = no result given; & = joins results of further samples; [ ] = remark or other dose. Unless noted, calls come from the whole dose curve; as a rule, active = well fitted curve in the direction sought with a large enough effect; inconclusive = small, poorly fitted or top-dose-only effect, or another doubt; inactive = no such curve, though single readings can be large; an effect the other way counts as inactive or inconclusive. Not a hit list. About 3% of those tested had a hit in this group.

SMILES | Eya2 phos inh | USP2a inh | TCR act | B2AR arrestin | Tb PFK inh | ELG1 repair inh | Mito fusion act | TSHR antag | PTAP TSG101 blk | uPA generation | BCR signal inh
Cc1ccccc1CSc1nsc(N)n1 | -6.4% | -1.4% | 4.6% | -0.6% | 2.3% | ? | 5.3% | 1.0 | -4.5% | 2.6% | ?
NC(=S)N/N=C/c1c[nH]c2ccccc12 | -2.1% | 9.1% | -0.9% | -1.1% | -5.2% | -1.3% | -2.4% | -0.5 | -4.2% | 10.2% | -16.1%
N#Cc1cc([N+](=O)[O-])ccc1NC(=O)COC(=O)CC1CCCC1 | 6.7% | -3.0% | -8.6% | 0.3% | -1.2% | 0.2% | 17.0% | -8.0 | -0.6% | 0.1% | -2.8%
COc1cc(OC)c2c(C)cc(=O)oc2c1C(CCN1CCOCC1)c1ccc(N(C)C)cc1 (configuration not stated) | -8.4% | 0.7% | 1.5% | 0.2% | 15.9% | -9.8% | -2.2% | -2.6 | nt | -23.4% | -17.1%
O=C(CSc1nnc(NC(=O)c2ccco2)s1)Nc1ccc(F)cc1 | -0.5% | 1.1% | -1.4% | 0.2% | 2.2% | ? | -2.4% | 8.3 | 2.2% | 10.7% | -0.6%
CCOC(=O)c1oc2ccccc2c1COC(=O)CNC(=O)c1ccccc1OC | -28.1% | -1.3% | -1.3% | -0.3% | -8.3% | 10.8% | ? | 3.0 | -1.9% | -2.3% | ?
Cc1c(CN2CCC(n3nccc3NC(=O)C3CC3)CC2)[nH]c2ccccc12 | -1.4% | 1.0% | -0.3% | -0.4% | 0.9% | -5.5% | 0.4% | -1.4 | 4.2% | 5.4% | -1.6%
CC(C)C(C(=O)NCc1ccco1)N(C(=O)CNS(=O)(=O)c1ccccc1)C1CCCC1 (configuration not stated) | 6.4% | 1.3% | 1.7% | 0.4% | 3.4% | ? | 1.0% | 5.4 | -4.5% | 3.9% | ?
Cc1ccc(C2(C)NC(=O)N(CC(=O)N3CCc4ccccc43)C2=O)cc1 (configuration not stated) | 0.7% | -0.1% | 2.8%[46.1 µM] | -0.6% | -1.4% | -0.6% | nt | 8.8 | -0.2% | -2.0% | 7.7%
Cn1nc(C(F)(F)F)c(-c2ccc(Br)cc2)c1NC(=O)Nc1ccc(F)cc1F | 0.1% | -1.1% | -1.2% | 0.2% | -4.2% | ? | 2.6% | -16.5 | 1.4% | 6.8% | -10.6%
Cc1ccc(NC(=O)CCC(=O)OCC(F)(F)C(F)F)cc1 | -2.2% | 2.9% | 1.3% | -0.2% | 5.7% | -0.5% | -1.8% | 8.9 | -1.0% | 0.9% | 11.2%
Cc1cc(Cl)ccc1NC(=S)NCc1ccc(S(N)(=O)=O)cc1 | 5.7% | 2.3% | nt | 0.2% | -26.2% | 1.1% | -1.4% | 21.9 | -9.0% | 4.1% | -19.1%
Cc1ccc2c(c1)COc1c3ccc(C(=O)N4CCCCC4)cc3nn1-2 | 1.1% | 1.7% | -7.5% | -0.3% | -12.2% | ? | -16.7% | -0.8 | nt | -13.8% | 6.7%
Cc1cc(C(=O)CSc2nc3ccc(Cl)cc3[nH]2)c(C)n1CC1CCCO1 (configuration not stated) | 1.8% | 0.5% | 3.3% | -0.5% | -5.0% | 23.1µM* | 7.5% | -35.2 | -1.0% | -6.6% | 15.4%
O=S(=O)(c1ccc(Cl)c(NC(=S)N/N=C/c2c(F)cccc2F)c1)N1CCOCC1 | 6.5% | 2.5% | 5.4%[46.1 µM] | -0.6% | -4.9% | ? | -1.6% | -13.1 | 1.5% | 0.5% | 11.2%
Cc1ccccc1NC(=O)COC(=O)c1ccc(CSc2ccc(Cl)cc2)cc1 | -19.4% | 0.0% | 3.2%[46.1 µM] | 0.8% | -6.2% | 17.0% | -3.0% | 3.6 | 2.3% | 15.4% | -1.7%
CC(NC(=O)COC(=O)Cn1cnc2ccccc2c1=O)C1CC2CCC1C2 (configuration not stated) | 0.3% | 1.7% | -1.9%[46.1 µM] | -3.0% | -2.5% | -2.3% | 0.2% | 1.0 | -1.8% | 0.4% | 0.9%
CCc1cccc2c(C(=O)CSc3nnc(-c4ccoc4C)n3C)c[nH]c12 | -0.9% | 1.8% | 4.9% | 0.2% | -2.6% | -19.5% | 1.9% | -1.8 | -6.7% | nt | -6.5%
CCOc1ccc(CN2CCNC(=O)C2CC(=O)NCCCC2CCCC2)cc1 (configuration not stated) | -1.7% | 0.1% | 2.1% | -0.9% | 2.9% | 11.8% | -3.4% | 3.6 | -2.3% | 0.4% | 0.0%
Cc1ccc(C)c(-c2nnc(NC(=O)c3ccc([N+](=O)[O-])o3)o2)c1 | -3.8% | 1.5% | 3.1% | 0.1% | 4.8% | ? | ? | 12.4 | -3.6% | -14.6% | ?
Cc1ccc(C)c(N2CCN(C(=O)CSc3ccsc3[N+](=O)[O-])CC2)c1 | -7.5% | 2.6% | -3.0%[46.1 µM] | 0.0% | -17.7% | -24.0% | 2.6% | -5.2 | -0.9% | 9.1% | ?
C=CCOc1ccc(Cl)cc1C(=O)O | -4.1% | -1.3% | 0.7% | -0.1% | 15.8% | 5.7% | 3.0% | 0.7 | -5.0% | 0.5% | 0.7%
Cc1cccc2nc(-c3ccco3)c(Nc3ccc4c(c3)OCCO4)n12 | ? | 0.0% | 1.9% | -0.1% | -0.5% | 11.9% | -1.9% | -12.2 | -4.3% | -12.5% | 1.7%
Nc1cc(=O)[nH]c(SCC(=O)Nc2cccc(Cl)c2)n1 | -12.6% | 0.5% | -2.5% | 0.3% | -25.6% | 3.4% | 1.4% | -3.9 | -8.7% | 2.1% | 28.2%
CS(=O)(=O)N(CC(=O)NC1CCCCC1)Cc1ccc(F)cc1 | 9.5% | 0.6% | 9.0% | 0.1% | -3.5% | ? | 3.5% | -5.6 | 0.5% | -1.3% | 1.6%
O=C(N/N=C/c1coc2ccccc2c1=O)c1cccc([N+](=O)[O-])c1 | -8.5% | -1.8% | 6.9% | -0.2% | -1.6% | -6.2% | -0.5% | -3.7 | -1.5% | 4.0% | -2.5%
COc1ccc2c(C=Nc3c(C)n(C)n(-c4ccccc4)c3=O)c(O)n(Cc3ccco3)c(=O)c2c1 | 2.5%&3.0% | 3.3%&4.3% | 0.9%&3.0% | 0.1%&-0.1% | -4.4%&-4.7% | ? | 4.5%&12.4% | -6.7&-21.0 | ? | 5.8%&7.7% | 0.8%&3.6%
CCOc1cc(NC(=S)NC)c(OCC)cc1NC(=O)c1ccc(OC)cc1 | -4.3% | 11.0% | 5.3% | -1.0% | 0.9% | 8.7% | -5.0% | -7.7 | -2.5% | 5.6% | ?
CC(OC(=O)c1cc(=O)[nH]c2ccccc12)C(=O)Nc1ccccc1F (configuration not stated) | 9.2% | -1.2% | 3.2% | -0.2% | 13.3% | -0.7% | 1.7% | 11.1 | 2.0% | 4.0% | -0.5%
COc1cc(/C=C/C(=O)Oc2coc(CSc3ncccn3)cc2=O)cc(OC)c1OC | -6.3% | 1.9% | -2.8% | 0.2% | 1.3% | ? | 1.3% | 2.6 | -0.1% | 8.1% | -12.0%
Cc1csc(NC(=O)CCC(=O)N(CC(=O)NC2CCCCC2)c2ccccc2)n1 | 10.0% | -1.2% | 5.2% | -0.6% | 3.2% | -2.3% | 6.0% | 2.0 | -2.3% | -10.6% | ?
CCc1cc(CNC(=O)c2ccc(OC3CCN(C(C)=O)CC3)c(OC)c2)on1 | 1.2% | -0.3% | -6.7% | -0.8% | 1.3% | -2.7% | -1.9% | -11.7 | -0.6% | ? | -0.1%
COc1cc(/C=N/N(C)C2=NS(=O)(=O)c3ccccc32)cc(OC)c1OC | 12.4% | 1.9% | -3.1% | -1.0% | 1.0% | 2.4% | 9.5% | -8.3 | -2.0% | 5.2% | -1.4%
CCNC(=O)COc1ccc(C=O)cc1OC | 5.1% | 5.1% | 4.7%[46.1 µM] | -0.4% | 2.3% | ? | -1.8% | 22.8 | -0.6% | 2.3% | 1.3%
O=C(Cc1ccc(Cl)cc1)Nc1ccc(C(=O)N2CCCCC2)cc1 | -1.8% | -1.6% | -0.5% | -0.4% | -1.5% | -7.0% | 3.0% | -0.1 | -8.8% | -6.3% | ?
CCCCn1c(SCC(=O)NCc2ccco2)nc2c(sc3ccccc32)c1=O | 28.6% | -5.5% | 3.6% | -0.2% | -0.6% | -12.1% | -2.4% | 16.0 | -5.9% | nt | 6.5%
COc1ccc(-n2nc(C(=O)NCC(=O)N3CCN(c4ccccc4F)CC3)c3ccccc3c2=O)cc1 | 5.2% | 1.1% | 0.8% | -0.1% | -1.0% | ? | 2.3% | 4.9 | -5.8% | -7.2% | -4.5%
